# Screening data from PubChem BioAssay.
# TcdB inh: blocks C. difficile toxin B glycohydrolase activity; P18177; 0.24% of 350,000 active; TcdB glycohydrolase enzymatic assay, plate reader; inhibition, % at 9.99 µM; in the data active means inhibition above about 10%
# Mtb BioA inh: BioA (M. tuberculosis) enzyme inhibition; 0.096% of 360,000 active; inhibition, % at 9.99 µM; purified M. tuberculosis BioA enzyme, plate reader; in the data active means inhibition above about 40%
# The depositor's hits bear a star; & = joins results of further samples. These rows are one share of the data, so the mix of outcomes need not match the whole.
SMILES,TcdB inh,Mtb BioA inh
C[C@@H]1CN([C@@H](C)CO)C(=O)c2cc(NC(=O)Nc3ccc(F)cc3)ccc2O[C@@H]1CN(C)S(=O)(=O)c1ccc(Cl)cc1,0.0,-1.4
CCS(=O)(=O)Nc1ccc2c(c1)C(=O)N(C)C[C@H](OC)[C@H](C)CN(Cc1nccs1)[C@@H](C)CO2,-0.5,2.1
CO[C@@H]1CN(C)C(=O)c2ccc(NC(=O)C3CCC3)cc2OC[C@H](C)N(CC2CCCCC2)C[C@@H]1C,-0.2,5.0
O=C(Nc1nccs1)[C@@H]1[C@@H](CO)[C@@H]2Cn3c(cccc3=O)[C@H]1N2C(=O)C1CC1,-0.5,0.7
CCCNC(=O)N(C)C[C@H]1Oc2cc(-c3cccnc3)ccc2S(=O)(=O)N([C@@H](C)CO)C[C@@H]1C,-0.1,-1.0
CCCNC(=O)N(C)C[C@H]1Oc2ncc(C3=CCCCC3)cc2C(=O)N([C@@H](C)CO)C[C@@H]1C,-1.0,-5.7
COc1cccc(CNC(=O)C[C@@H]2CC[C@@H](NC(=O)C3CCOCC3)[C@@H](CO)O2)c1,-0.6,-0.3
CN1CCN(C(=O)C[C@H]2CC[C@@H]3[C@H](COC[C@H](O)CN3C(=O)Cc3ccccc3)O2)CC1,1.4,-4.0
C[C@@H]1CN([C@@H](C)CO)C(=O)c2cc(NC(=O)C3CCCCC3)ccc2O[C@@H](C)CCCCO[C@@H]1CN(C)S(=O)(=O)c1ccc(Cl)cc1,0.9,-1.3
C[C@H]1CCCCO[C@@H](CN(C)S(=O)(=O)c2cn(C)cn2)[C@@H](C)CN([C@@H](C)CO)C(=O)c2cc(NS(=O)(=O)c3ccccc3)ccc2O1,0.1,-0.9
C[C@@H]1CN([C@H](C)CO)C(=O)c2cc(C#CC3CC3)cnc2O[C@@H]1CN(C)C(=O)Nc1ccccc1,0.7,-1.6
C[C@H](CO)N1C[C@H](C)[C@@H](CN(C)C(=O)c2ccccc2F)Oc2ncc(Br)cc2C1=O,0.5,4.4
COc1cccc(S(=O)(=O)N(C)C[C@H]2OCc3ccccc3-c3ccccc3C(=O)N([C@H](C)CO)C[C@H]2C)c1,-0.5,4.4
C[C@@H]1CCCCO[C@H](CN(C)Cc2ccc(C(F)(F)F)cc2)[C@H](C)CN([C@H](C)CO)C(=O)c2cc(NS(=O)(=O)c3ccc(F)cc3)ccc2O1,-0.2,2.7
C[C@@H]1CN([C@@H](C)CO)C(=O)c2cc(NC(=O)Cc3cn(C)c4ccccc34)ccc2O[C@@H]1CN(C)CC1CC1,-1.9,-0.9
CC(C)NC(=O)N1CCCCN2[C@H](CO)[C@H](c3ccc(C#CC4CC4)cc3)[C@H]2C1,0.3,-0.2
O=C(C[C@H]1C[C@H]2c3cc(NC(=O)c4cccnc4)ccc3O[C@H]2[C@@H](CO)O1)NCC1CC1,0.3,17
CCCc1cn(CC[C@@H]2CC[C@H](NS(=O)(=O)c3ccc(-c4ccccc4)cc3)[C@H](CO)O2)nn1,0.4,-1.9
O=C(Cc1ccccn1)N1CCCCN2[C@H](CO)[C@H](c3ccc(Br)cc3)[C@H]2C1,-1.5,-1.8
C[C@@H]1CCCCO[C@@H](CN(C)C(=O)c2ccncc2)[C@@H](C)CN([C@H](C)CO)C(=O)c2cc(NC(=O)C3CCCCC3)ccc2O1,-2.4,3.1

# Structures listed so far with bromine:
SMILES,TcdB inh,Mtb BioA inh
C[C@H](CO)N1C[C@H](C)[C@@H](CN(C)C(=O)c2ccccc2F)Oc2ncc(Br)cc2C1=O,0.5,4.4
O=C(Cc1ccccn1)N1CCCCN2[C@H](CO)[C@H](c3ccc(Br)cc3)[C@H]2C1,-1.5,-1.8

# Going on with the list.
SMILES,TcdB inh,Mtb BioA inh
C[C@H]1CN([C@@H](C)CO)C(=O)c2cccc(NC(=O)c3nc4ccccc4s3)c2O[C@H]1CN(C)Cc1ccc(Cl)c(Cl)c1,-0.2,0.4
C[C@H]1CN([C@@H](C)CO)S(=O)(=O)c2ccc(C#Cc3ccc(F)cc3)cc2O[C@@H]1CN(C)S(C)(=O)=O,0.8,1.7
COc1ccc(NC(=O)N[C@@H]2C=C[C@H](CC(=O)NC3CCC3)O[C@H]2CO)cc1,0.2,0.4
C[C@@H]1CN([C@H](C)CO)C(=O)c2cc(NS(=O)(=O)c3cn(C)cn3)ccc2O[C@@H](C)CCCCO[C@@H]1CN(C)Cc1ccccc1,-5.8,-3.0
O=C(CCN1CCCCC1)NCC[C@H]1CC[C@H](NC(=O)Nc2ccc(F)cc2)[C@H](CO)O1,0.4,-2.4
CO[C@H]1CN(C)C(=O)c2ccc(NS(=O)(=O)c3ccc(Oc4ccccc4)cc3)cc2OC[C@H](C)NC[C@H]1C,0.3,0.7
CCCNC(=O)Nc1ccc2c(c1)C(=O)N(C)[C@@H]1CC[C@@H](CC(=O)NCC3CCCCC3)O[C@@H]1CO2,-0.6,2.2
C[C@H]1CN([C@@H](C)CO)C(=O)Cc2cc(NS(=O)(=O)c3ccc(F)cc3)ccc2O[C@H]1CN(C)C(=O)Nc1ccccc1,-0.2,-1.3
C[C@H](O)C#Cc1ccc2c(c1)O[C@H](CN(C)C(=O)C1CCCCC1)[C@H](C)CN([C@@H](C)CO)S2(=O)=O,-2.6,0.5
C[C@H]1CN([C@@H](C)CO)C(=O)c2cccc(NC(=O)c3ccncc3)c2O[C@H]1CN(C)C(=O)Nc1cccc2ccccc12,-0.1,-1.4
CNC(=O)C[C@@H]1CC[C@H]2[C@@H](COc3ccc(NC(=O)Nc4ccc(C)cc4)cc3C(=O)N2C)O1,0.4,0.9
Cc1ccc(S(=O)(=O)N[C@@H]2CC[C@@H](CCNC(=O)Nc3ccc(Cl)cc3)O[C@@H]2CO)cc1,-2.3,1.0
C[C@@H]1CCCCO[C@@H](CN(C)C(=O)CCCN(C)C)[C@@H](C)CN([C@H](C)CO)C(=O)c2cc(NC(=O)NC3CCCCC3)ccc2O1,-0.3,0.0
C[C@H]1CN([C@@H](C)CO)C(=O)c2cc(N(C)C)ccc2O[C@H]1CN(C)Cc1ccc(Oc2ccccc2)cc1,-6.6,-0.7
Cc1noc(C)c1S(=O)(=O)N(C)C[C@@H]1OCc2cn(nn2)CCCC(=O)N([C@H](C)CO)C[C@@H]1C,-1.0,-0.5
O=C(NCC[C@@H]1CC[C@@H](NC(=O)c2cnccn2)[C@@H](CO)O1)Nc1ccc(Cl)cc1,-0.7,3.1
C[C@H](CO)N1C[C@H](C)[C@@H](CN(C)S(=O)(=O)c2ccc(F)cc2)OCCCC[C@H](C)Oc2ccc(NC(=O)Nc3cccc4ccccc34)cc2C1=O,-1.1,-3.1
COc1ccc(S(=O)(=O)Nc2cccc3c2O[C@H](CN(C)CC2CC2)[C@H](C)CN([C@@H](C)CO)C3=O)cc1,0.4,-5.1
O=C(C[C@H]1C=C[C@@H](NC(=O)CN2CCOCC2)[C@H](CO)O1)NC1CCC1,0.0,3.7
Cc1ccc(S(=O)(=O)N(C)C[C@H]2Oc3ccc(NC(=O)Cc4ccccc4)cc3CC(=O)N([C@@H](C)CO)C[C@H]2C)cc1,-1.0,-0.6
C[C@@H]1CN([C@H](C)CO)C(=O)Cc2cc(NC(=O)Cc3ccccc3)ccc2O[C@H]1CN(C)Cc1ccc(C(F)(F)F)cc1,0.4,-0.5
Cc1ccc(S(=O)(=O)N(C)C[C@@H]2OCCCC[C@@H](C)Oc3ccc(NS(=O)(=O)c4ccc(F)cc4)cc3C(=O)N([C@H](C)CO)C[C@@H]2C)cc1,-0.5,-2.5
CNC[C@H]1OCCCC[C@@H](C)Oc2ccc(NC(=O)NC(C)C)cc2C(=O)N([C@H](C)CO)C[C@H]1C,-5.3,-0.7
CN(C)CC(=O)N[C@@H]1CC[C@@H](CCNC(=O)Nc2ccc(Cl)cc2)O[C@H]1CO,0.4,3.1
Cc1ccc(S(=O)(=O)Nc2cccc3c2O[C@@H](CN(C)S(=O)(=O)c2cccs2)[C@H](C)CN([C@H](C)CO)C3=O)cc1,-0.2,0.4
CN1C(=O)c2cc(NC(=O)c3ccc(F)c(F)c3)ccc2OC[C@@H]2O[C@@H](CC(=O)N3CCOCC3)CC[C@@H]21,1.0,1.2
C[C@@H]1CN([C@H](C)CO)C(=O)Cc2cc(NS(=O)(=O)c3ccccc3)ccc2O[C@H]1CN(C)S(=O)(=O)c1cn(C)cn1,-0.4,-2.6
C[C@H](NC(=O)[C@H]1[C@H](CO)[C@H]2Cn3c(ccc(-c4ccncc4)c3=O)[C@@H]1N2C)c1ccccc1,-0.2,-0.3
COCC#Cc1cnc2c(c1)C(=O)N([C@@H](C)CO)C[C@@H](C)[C@H](CN(C)C(=O)Cc1cccnc1)O2,0.2,1.5
N#C[C@H]1[C@@H](c2ccc(/C=C/c3ccccc3)cc2)[C@@H](CO)N1C(=O)Nc1ccccc1F,0.1,0.2
C[C@H](CO)N1C[C@H](C)[C@H](CN(C)C(=O)C2CC2)Oc2cc(C#Cc3ccncc3)ccc2S1(=O)=O,-1.7,-1.9
C[C@H](CO)N1C[C@H](C)[C@H](CN(C)CC2CC2)Oc2cc(-c3ccc(F)cc3)ccc2S1(=O)=O,-0.1,-2.2
Cc1noc(C)c1NC(=O)N(C)C[C@H]1OCCCC[C@@H](C)Oc2ccc(NC(=O)NC3CCCCC3)cc2C(=O)N([C@H](C)CO)C[C@@H]1C,0.3,-5.4
COc1ccc(CN(C)C[C@H]2OCCCC[C@H](C)Oc3ccc(NS(=O)(=O)c4ccccc4)cc3C(=O)N([C@H](C)CO)C[C@@H]2C)cc1,-2.3,2.5
C[C@@H]1CN([C@@H](C)CO)S(=O)(=O)c2ccc(/C=C/c3ccccc3)cc2O[C@H]1CN(C)C(=O)c1ccncc1,3.4,0.4
CNC[C@H]1Oc2ccc(NC(=O)Nc3ccccc3)cc2C(=O)N([C@@H](C)CO)C[C@@H]1C,1.5,1.3
COc1cccc(-c2ccc3c(c2)[C@H]2[C@H](CCN2S(=O)(=O)c2ccccc2OC)[C@@H](CO)N3C)c1,-1.1,-0.8
CCCNC(=O)C[C@H]1CC[C@H]2[C@@H](COC[C@@H](O)CN2C(=O)Nc2ccc(Cl)c(Cl)c2)O1,0.7,-1.1
C[C@@H]1CN([C@H](C)CO)C(=O)Cc2cc(NC(=O)Nc3ccc(C(F)(F)F)cc3)ccc2O[C@H]1CN(C)Cc1ccccc1,-0.3,-1.4
CC(C)NC(=O)Nc1ccc2c(c1)CC(=O)N([C@H](C)CO)C[C@@H](C)[C@H](CN(C)S(=O)(=O)c1cn(C)cn1)O2,-0.6,-1.4

# Complete entries, quoted from the list. Values in the order: TcdB inh | Mtb BioA inh
# `C[C@H](CO)N1C[C@H](C)[C@H](CN(C)C(=O)C2CC2)Oc2cc(C#Cc3ccncc3)ccc2S1(=O)=O` is listed as -1.7 | -1.9
# `C[C@@H]1CN([C@H](C)CO)C(=O)Cc2cc(NC(=O)Nc3ccc(C(F)(F)F)cc3)ccc2O[C@H]1CN(C)Cc1ccccc1` is listed as -0.3 | -1.4
# `C[C@H](CO)N1C[C@H](C)[C@H](CN(C)CC2CC2)Oc2cc(-c3ccc(F)cc3)ccc2S1(=O)=O` is listed as -0.1 | -2.2
# `CNC[C@H]1Oc2ccc(NC(=O)Nc3ccccc3)cc2C(=O)N([C@@H](C)CO)C[C@@H]1C` is listed as 1.5 | 1.3

# Continuation.
SMILES,TcdB inh,Mtb BioA inh
C[C@@H]1CCCCO[C@@H](CN(C)S(=O)(=O)c2ccc(Cl)cc2)[C@@H](C)CN([C@H](C)CO)C(=O)c2cc(NS(=O)(=O)c3cn(C)cn3)ccc2O1,-0.8,1.6
CC(C)NC(=O)N(C)C[C@H]1OCCCC[C@H](C)Oc2ccc(NS(C)(=O)=O)cc2C(=O)N([C@H](C)CO)C[C@@H]1C,-0.6,-2.6
CC(C)NC(=O)N[C@H]1CC[C@H](CC(=O)NCc2ccc(Oc3ccccc3)cc2)O[C@@H]1CO,-2.0&-0.5,0.4
Cc1noc(C)c1NC(=O)Nc1cccc2c1O[C@@H](CN(C)S(C)(=O)=O)[C@H](C)CN([C@@H](C)CO)C2=O,0.5,3.3
COc1cccc(S(=O)(=O)Nc2ccc3c(c2)[C@H]2C[C@@H](CC(=O)NCc4ccc(Cl)cc4)O[C@@H](CO)[C@H]2O3)c1,0.1,1.6
COc1ccc(CNC(=O)C[C@H]2CC[C@H](NC(=O)c3ccc4c(c3)OCO4)[C@H](CO)O2)cc1,-0.2,0.7
CCC(=O)N[C@H]1CC[C@@H](CC(=O)NCC2CCCCC2)O[C@H]1CO,1.0,2.1
Cc1noc(C)c1S(=O)(=O)Nc1ccc2c(c1)C(=O)N([C@@H](C)CO)C[C@@H](C)[C@H](CN(C)C(=O)NC(C)C)OCCCC[C@H](C)O2,1.3,0.2
C[C@@H]1CN([C@H](C)CO)C(=O)c2cc(NC(=O)CCC(F)(F)F)ccc2O[C@@H]1CN(C)C,-0.7,0.8
CO[C@@H]1CN(C)C(=O)c2cc(NC(=O)Nc3ccccc3Cl)ccc2OC[C@H](C)NC[C@@H]1C,-0.3,1.2
C[C@H](CO)N1C[C@H](C)[C@@H](CN(C)C(=O)c2ccc(F)cc2)Oc2ncc(C#CC3CC3)cc2C1=O,0.5,-3.3
C[C@H](CO)N1C[C@H](C)[C@H](CN(C)C(=O)Nc2ccccc2)OCCCC[C@H](C)Oc2ccc(NC(=O)c3ccncc3)cc2C1=O,-1.7,-0.5
Cc1ccc(S(=O)(=O)Nc2ccc3c(c2)CC(=O)N([C@@H](C)CO)C[C@H](C)[C@H](CN(C)S(=O)(=O)c2cccs2)O3)cc1,0.4,-2.9
COc1ccc(NC(=O)Nc2ccc3c(c2)CC(=O)N([C@H](C)CO)C[C@@H](C)[C@H](CN(C)C(=O)NC2CCCCC2)O3)cc1,0.5,1.9
C[C@H]1CN([C@@H](C)CO)C(=O)c2cc(N(C)C)ccc2O[C@H]1CN(C)C(=O)Nc1ccc(C(F)(F)F)cc1,-2.6,2.0
